Rhodamine fluor: qHTS Assay for Spectroscopic Profiling in Rhodamine Spectral Region | hit rate 0.05% among 59,000 | AID 594, 2007 | Rhodamine-region fluorescence, 547/598 nm, Tris buffer; hits give high values | max dye-equivalent concentration, M; in the data active means max dye-equivalent concentration above about 11 nM; inconclusive means between about 1.1 nM and that limit
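Intensities are converted to rhodamine-equivalent concentration using a six-point rhodamine standard on each plate. Compounds sit 15 min at room temperature in 100 mM Tris buffer, pH 8.0; read uses the 547/598 nm excitation/emission pair.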
BRCT inh green: qHTS Assay for Inhibitors of BRCT-Phosphoprotein Interaction (Green Fluorophore); Potency, µM (series often up to 76.9 µM), without a hit: top-dose activity change, negative = inhibition, usual class: inhibitors; Breast cancer type 1 susceptibility protein (Homo sapiens), P38398; hit rate 0.05% among 75,000; AID 875, 2007; BRCA1 BRCT-phosphopeptide binding, green fluorescence polarization;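 further: potency means the concentration at half of the fitted maximal effect; plate controls were peptide without protein for full effect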
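Compounds were incubated for 12 min at room temperature with a complex of 100 nM fluorescein-tagged pBACH1 decapeptide and 250 nM His-tagged BRCT protein. Buffer was phosphate pH 7.3 with EDTA, DTT and Tween 20. Disruption of binding lowers the polarization signal.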
Fluorescein fluor: qHTS Assay for Spectroscopic Profiling in Fluorescein Spectral Region; Compound autofluorescence, 480/540 nm, fluorescein-equivalent; hits give high values; AID 593, 2007; max fluorescein-equivalent concentration, M; hit rate 0.91% among 59,000; in the data active means max fluorescein-equivalent concentration above about 10 nM; inconclusive means between about 1.1 nM and that limit
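Read-out is intrinsic compound fluorescence at 480/540 nm (excitation/emission), expressed as dye-equivalent concentration using a fluorescein standard series run on every plate. Compounds sat 15 min at room temperature in 100 mM Tris, pH 8.0.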
Caspase-7 inhib: qHTS Assay for Allosteric/Competitive Inhibitors of Caspase-7; recombinant caspase-7, Ac-DEVD-AFC fluorescence rate; Potency, µM (titrated, usually from 57.5 µM), for inactives: top-dose activity change, negative = inhibition, usual class: inhibitors; hit rate 0.02% among 75,000; active means well fitted inhibition curve with a large enough effect in the main read-out, with a control signal flat, not every such curve was filed as active; inconclusive means small, poorly fitted or top-dose-only effect, or a change in a side signal; further: potency means the concentration at half of the fitted maximal effect; % of control where 0% means no effect
Target sequence (P55210 24-198 limits assumed): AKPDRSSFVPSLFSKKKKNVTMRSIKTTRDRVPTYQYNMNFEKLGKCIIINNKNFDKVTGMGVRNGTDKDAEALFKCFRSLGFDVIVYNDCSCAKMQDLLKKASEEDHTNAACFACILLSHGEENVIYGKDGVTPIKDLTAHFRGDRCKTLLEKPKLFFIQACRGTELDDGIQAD
Target sequence (P55210 207-303 limits assumed): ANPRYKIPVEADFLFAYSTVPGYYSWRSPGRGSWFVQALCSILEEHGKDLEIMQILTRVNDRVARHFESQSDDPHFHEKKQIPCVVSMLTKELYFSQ
HEK293 cAMP cs: qHTS Assay for Agonists of the Thyroid Stimulating Hormone Receptor: Activators of Intracellular cAMP Concentrations in Parental HEK 293 | parental HEK293 CNG cAMP sensor, membrane potential fluorescence | Potency, µM (titrated, usually from 57.1 µM), for the others: top-dose activation, usual class: activators | hit rate 2.5% among 73,000; further: potency means the concentration at half of the fitted maximal effect; % of control where 0% means no effect; nearly all actives have a fitted effect of over 55% in size
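Counterscreen for endogenous-receptor signalling: CNG-channel HEK 293 cells report cAMP rise by membrane depolarization. After 60 min dye equilibration with 100 uM RO 20-1724, compounds incubated 30 min before bottom-read fluorescence at 590 nm.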
4-MU autofl: qHTS Assay for Spectroscopic Profiling in 4-MU Spectral Region; max dye-equivalent concentration, M; compound autofluorescence, 340/450 nm, 4-MU equivalents; hits give high values; hit rate 11% among 59,000; AID 589, 2007; in the data active means max dye-equivalent concentration above about 10 nM; inconclusive means mostly about 1.1 nM to 9.6 nM
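Compounds in 100 mM Tris, pH 8.0, sat 15 min at room temperature before fluorescence was read at 340 nm excitation/450 nm emission; a per-plate six-point 4-MU standard curve converted signals to dye-equivalent concentration at each compound concentration.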
A350 fluor: qHTS Assay for Spectroscopic Profiling in A350 Spectral Region | Compound autofluorescence, 340/450 nm, Alexa 350 dye-equivalents; hits give high values | AID 590, 2007 | hit rate 11% among 59,000 | max dye-equivalent concentration, M; in the data active means max dye-equivalent concentration above about 10 nM; inconclusive means mostly about 1.1 nM to 9.6 nM
Casp1 inh: qHTS Assay for Allosteric/Competitive Inhibitors of Caspase-1 | P29466 | Caspase-1 enzyme, Ac-WEHD-AFC fluorogenic rate | Potency, µM (highest dose often 57.5 µM), inactives show at the top dose activity change, negative = inhibition, usual class: inhibitors | hit rate 0.03% among 75,000;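 further: potency means the concentration at half of the fitted maximal effect; plate controls were vehicle for no effect and no substrate for full effect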
Target sequence (P29466 120-297 limits assumed): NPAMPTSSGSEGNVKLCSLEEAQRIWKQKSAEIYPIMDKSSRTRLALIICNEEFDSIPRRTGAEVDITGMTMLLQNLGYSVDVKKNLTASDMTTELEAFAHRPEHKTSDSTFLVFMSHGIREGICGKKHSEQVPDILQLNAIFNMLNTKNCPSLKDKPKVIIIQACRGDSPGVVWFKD
Target sequence (P29466 317-404 limits assumed): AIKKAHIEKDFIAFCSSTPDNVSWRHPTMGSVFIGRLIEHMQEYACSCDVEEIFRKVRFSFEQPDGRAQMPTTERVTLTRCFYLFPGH
USP2a inh: qHTS Assay for Inhibitors of Ubiquitin-specific Protease USP2a; Ubiquitin carboxyl-terminal hydrolase 2 (Homo sapiens), O75604; USP2a enzymatic assay, qHTS inhibition; Potency, µM (titrated, usually from 38.3 µM), for inactives: top-dose activity change, negative = inhibition, actives largely listed as inhibitors; hit rate 0.1% among 60,000; AID 927, 2007;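 further: potency means the concentration at half of the fitted maximal effect; nearly all actives have a fitted effect of over 60% in size; plate controls were DMSO for no effect and NEM full inhibition control for full effect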
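Inhibition is measured in a cell-free coupled assay with 20 nM USP2 core, 20 nM Ub-PLA2 and 20 uM NBD C6-HPC, 2.5 h incubation. Activity normalized to NEM control.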
BRCT PPI red: qHTS Assay for Inhibitors of BRCT-Phosphoprotein Interaction (Red Fluorophore); AID 892, 2007; Potency, µM (series often up to 76.9 µM), for inactives: at the top dose activity change, negative = inhibition, most hits filed as inhibitors; Breast cancer type 1 susceptibility protein (Homo sapiens), P38398; BRCT-phosphopeptide binding, red fluorescence polarization; hit rate 0.03% among 75,000; further: on the % scale 0 is the no-effect control and ±100 the full control effect
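Rhodamine-labelled pBACH1 10-mer (100 nM) bound to BRCT domain (100 nM) at pH 7.3; compounds incubated 12 min room temperature, polarization read. Free peptide defines full inhibition; unlabelled decapeptide titrated as control.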
TexasRed autofl: qHTS Assay for Spectroscopic Profiling in Texas Red Spectral Region. Compound fluorescence, Texas Red channel, 547/618 nm; hits give high values. max dye-equivalent concentration, M. hit rate 0.06% among 59,000. AID 587, 2007; in the data active means max dye-equivalent concentration above about 10 nM; inconclusive means between about 1.1 nM and that limit
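Dye-equivalent concentrations come from scaling compound signal (ex 547, em 618 nm) to six Texas Red standard concentrations run on every plate, after 15 min room-temperature incubation in pH 8.0 Tris (100 mM).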
An asterisk follows results filed as active; i = inactive; u = inconclusive; x = not tested or not shown; [ ] = dose if it differs, or a comment. Unless noted, the call rests on the fitted dose curve; in most records, active means well fitted curve in the direction sought with a large enough effect; inconclusive means small, poorly fitted or top-dose-only effect, or another doubt; inactive means no such curve, though single readings can be large; an effect the other way counts as inactive or inconclusive. Not all compounds are listed; rates above refer to the full screens.

SMILES | Rhodamine fluor | BRCT inh green | Fluorescein fluor | Caspase-7 inhib | HEK293 cAMP cs | 4-MU autofl | A350 fluor | Casp1 inh | USP2a inh | BRCT PPI red | TexasRed autofl
CCC(=O)N1CCc2cc(S(=O)(=O)NCCCOC)ccc21 | i | -0.6% | i | 1% | 0% | i | i | 1% | 4% | -1.1% | i
CS(=O)(=O)N1CCC2(CCCN(Cc3ccc(C#N)cc3)C2)CC1 | i | -2.3% | i | -3% | u | i | i | -1% | 15% | -0.6% | i
O=C(COC(=O)c1cc(S(=O)(=O)N2CCOCC2)ccc1O)NCC1CCCO1 (stereo unspecified) | i | -2.1% | i | 0% | -12% | 1.1e-08M* | 1.2e-08M* | 8% | -3% | 0.4% | u
CSCCC1NC(=O)NC1=O (stereo unspecified) | i | -2.6% | u | -1% | 5% | i | i | -1% | -2% | 1.3% | i
CC(C)CC(c1nnnn1C1CCCC1)N1CCN(c2ccccc2F)CC1 (stereo unspecified) | i | -0.7% | u | -1% | u | i | i | -2% | -18% | -4.9% | i
COc1ccc(C2Nc3ccccc3C(=O)N2Cc2ccco2)cc1CN1C(=O)c2ccccc2C1=O (stereo unspecified) | i | x | i | x | x | u | u | x | x | x | i
COc1ccc(S(=O)(=O)N(CCCN2CCCC2=O)Cc2cc3cc(C)c(C)cc3[nH]c2=O)cc1 | i | 2.2% | i | 0% | 3% | 2.2e-08M* | 2.9e-08M* | -1% | 32%[activator] | -4.4% | i
CCN=C(Nc1ccc2c(c1)OCO2)SC1CC(=O)N(c2ccccc2F)C1=O (stereo unspecified) | x | -3.7% | x | -3% | 1% | x | x | -3% | 7% | -0.5% | x
CS(=O)(=O)N1CCC2(CCN(Cc3nccs3)CC2)CC1 | i | 1.6% | i | 0% | 3% | i | i | -3% | -3% | 1.6% | i
O=C(O)C1CCCNC1 (stereo unspecified) | x | -1.9% | x | -1% | -20% | x | x | -2% | x | -1.2% | x
COCCn1nnnc1C(c1cc2cc(C)ccc2[nH]c1=O)N1CCN(C2CCCCC2)CC1 (stereo unspecified) | i | 11% | u | 1% | 1% | 8.2e-08M* | 1.1e-07M* | -6% | 6% | 0.2% | i
N#Cc1c(N)c(C(=O)c2ccccc2)n2c1CCCC2 | i | -0.9% | i | -2% | -7% | i | i | 0% | 3% | -0.5% | i
O=c1c2ccccc2nc(SCc2cn3ccsc3n2)n1-c1ccccc1F | i | 2.0% | u | 5% | u | i | i | -2% | 27% | -0.8% | i
CCS(=O)(=O)N1CCC(C(=O)NCCCN2CCC(Cc3ccccc3)CC2)CC1 | i | -1.2% | i | 1% | 6% | i | i | 1% | 6% | -0.7% | i
Cc1nn(CC(O)COc2ccc3c(c2)CCC3)c(C)c1C (stereo unspecified) | i | -0.5% | u | -1% | 5% | i | i | 0% | 8% | -1.1% | i
CC(C)n1c(NCc2c[nH]c3ccccc23)nc2ccccc21 | i | 0.6% | i | -2% | 12% | i | i | -1% | 117%[activator] | 0.1% | i
Cc1oc2c(CN3CCOCC3)c(O)ccc2c(=O)c1-c1ccc(Br)cc1 | i | -2.3% | u | -1% | 7% | 2e-07M* | 2.5e-07M* | -3% | 3% | -2.0% | i
O=C(CNC(=O)c1cccs1)NCCN1CCN(c2ccccc2F)CC1 | i | 0.0% | u | 0% | 7% | i | u | -1% | -4% | 1.1% | i
Cc1nnc(NC(=O)CSc2nnc3scc(-c4ccc(C)c(C)c4)n23)s1 | i | -1.1% | u | -1% | -5% | i | i | -1% | -9% | -0.5% | u
COc1cccc(/C(O)=C2\C(=O)C(=O)N(c3ccccn3)C2c2ccccc2OC)c1 (stereo unspecified) | i | x | u | x | x | i | i | x | x | x | i
COc1ccc(NC(=O)CSc2nnc(-c3ccccn3)n2N)cc1Cl | i | -0.8% | i | 1% | 8% | i | i | 0% | -4% | -1.7% | u
CC(=O)OC1CC[C@@]2(C)C3=CC(=O)[C@]4(C)C(CC5OC6(OCC(C)CC6Br)C(C)C54)C3CC[C@H]2C1 (stereo partly specified) | x | -3.2% | x | 0% | x | x | x | 1% | 16% | 1.1% | x
COC(=O)c1cn(NC(=O)C2CCCO2)c(=O)c2ccccc12 (stereo unspecified) | i | -1.7% | u | 1% | 3% | i | i | 2% | -10% | -1.8% | i
CCCCOC(=O)c1ccc(Nc2ncnc3nc[nH]c23)cc1 | x | -0.9% | x | -2% | 3% | x | x | -4% | x | -1.0% | x
CCOC(=O)C1CCCN(S(=O)(=O)c2ccc(Br)c(OC)c2)C1 (stereo unspecified) | i | -0.2% | i | -2% | 25% | i | i | 0% | -5% | -1.1% | i
O=C1c2ccccc2C(Nc2ccccc2F)N1c1cccnc1 (stereo unspecified) | x | -0.5% | x | 0% | 87% | x | x | -2% | x | 0.1% | x
CCOC(=O)c1nc(NCc2cccnc2)c2ccccc2n1 | i | 2.3% | i | 1% | 2% | i | i | 0% | -2% | -1.3% | u
COc1ccccc1C(=O)Nc1c2c(nn1-c1cccc(C)c1C)CS(=O)C2 (stereo unspecified) | i | 3.3% | i | 0% | u | i | i | -3% | 5% | -0.7% | i
O=C(CN1CCC(NC(=O)c2ccc(F)cc2)CC1)NCc1ccccc1F | i | 1.9% | u | 4% | 4% | i | i | -2% | x | 2.9% | u
Cc1cc(C)n(-c2nnc(C)n2NS(=O)(=O)c2ccc(F)cc2)n1 | i | -0.4% | u | -2% | 0% | i | i | 0% | -7% | 0.5% | i
OC(Cc1nc2ccccc2[nH]1)c1ccccc1Cl (stereo unspecified) | i | -0.3% | i | 4% | -2% | i | i | -1% | 6% | -0.4% | i
O=P(O)(O)O[C@@H]1O[C@H](CO)[C@@H](O)[C@H](O)[C@@H]1O | i | -0.3%[15.4 µM] | u | 0%[11.5 µM] | -8%[11.4 µM] | i | i | 3%[11.5 µM] | x | 0.3%[15.4 µM] | i
Cc1ccc(C(=O)C2CCNCC2)cc1 | i | 0.0% | u | -1% | 7% | i | i | 0% | -4% | -3.2% | i
Cc1cc(O)c(C=Nc2cccc(Cl)c2)c(=O)o1 | x | 2.2% | x | -14% | 0% | x | x | -8% | x | 1.3% | x
CCOC(=O)c1ccc(CNC(=O)c2n[nH]c(=O)c3ccccc23)o1 | i | -1.6% | i | -4% | -2% | i | i | -2% | 3% | -2.6% | i
CN(C)C(=O)CSc1nnc([C@H](Cc2c[nH]c3ccccc23)NC(=O)OC(C)(C)C)o1 | i | -2.5% | i | 0% | 2% | i | i | -2% | 19% | -0.3% | i
CCN1CCCC1Cn1c(-c2ccccc2)nc2c(N3CCOCC3)nc(C)nc21 (stereo unspecified) | x | 0.1% | x | 0% | 35% | x | x | 0% | x | 0.6% | x
O=C(CN(C(=O)c1ccc2c(c1)OCCO2)c1ccccc1)NCC1CCCO1 (stereo unspecified) | i | -1.5% | i | 2% | 9% | i | i | 0% | -1% | -1.2% | i
CCc1ccc(C=NC23CN4CN(CN(C4)C2)C3)s1 | x | -1.9% | x | 0% | -3% | x | x | -2% | -3% | 0.1% | x
O=C(c1ccco1)N1CCN(C(=O)C2(S(=O)(=O)c3ccc(Cl)cc3)CC2)CC1 | i | 0.6% | i | 3% | 5% | i | i | 1% | -8% | -1.0% | i
O=C(Cn1cccc1)NCc1cccs1 | i | -1.1% | i | 0% | 3% | i | i | -2% | -3% | 0.4% | i

Sorted by SMILES length (descending): some entries from above
SMILES | Rhodamine fluor | BRCT inh green | Fluorescein fluor | Caspase-7 inhib | HEK293 cAMP cs | 4-MU autofl | A350 fluor | Casp1 inh | USP2a inh | BRCT PPI red | TexasRed autofl
O=P(O)(O)O[C@@H]1O[C@H](CO)[C@@H](O)[C@H](O)[C@@H]1O | i | -0.3%[15.4 µM] | u | 0%[11.5 µM] | -8%[11.4 µM] | i | i | 3%[11.5 µM] | x | 0.3%[15.4 µM] | i
O=C(CN(C(=O)c1ccc2c(c1)OCCO2)c1ccccc1)NCC1CCCO1 (stereo unspecified) | i | -1.5% | i | 2% | 9% | i | i | 0% | -1% | -1.2% | i
CCOC(=O)c1ccc(CNC(=O)c2n[nH]c(=O)c3ccccc23)o1 | i | -1.6% | i | -4% | -2% | i | i | -2% | 3% | -2.6% | i
Cc1cc(O)c(C=Nc2cccc(Cl)c2)c(=O)o1 | x | 2.2% | x | -14% | 0% | x | x | -8% | x | 1.3% | x
Cc1ccc(C(=O)C2CCNCC2)cc1 | i | 0.0% | u | -1% | 7% | i | i | 0% | -4% | -3.2% | i
O=C(Cn1cccc1)NCc1cccs1 | i | -1.1% | i | 0% | 3% | i | i | -2% | -3% | 0.4% | i
